# Vif-A3F inh = blocks the Vif interaction with APOBEC3F; HeLa A3F-eYFP + Vif (tagged APOBEC3F with the HIV-1 protein that degrades it), YFP fluorescence increase; Potency, µM (top dose mostly 46.1 µM), without a hit: at the highest dose activity, negative = active; 0.2% of 390,000 active; AID 602313; note: potency is the fitted concentration of half-maximal effect; % of control where 0% means no effect; nearly all actives have a fitted effect of over 65% in size
#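 HeLa cells stably expressing A3F-eYFP plus Vif, plated and incubated overnight at 37 deg C, then exposed to compounds overnight at 37 deg C. Blocked degradation read as raised yellow fluorescence (Ex 488/Em 500-530).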
# D1 potentiator = enhances dopamine response at the human D1 receptor. P21728. HEK293 TREx D1 cells, calcium flux, dopamine EC20 potentiation. potentiation, % at 10 µM. 0.036% of 360,000 active. AID 504651; in the data active = potentiation above about 30%; note: 0% is about no effect
# Target sequence (P21728 whole entry, looked up): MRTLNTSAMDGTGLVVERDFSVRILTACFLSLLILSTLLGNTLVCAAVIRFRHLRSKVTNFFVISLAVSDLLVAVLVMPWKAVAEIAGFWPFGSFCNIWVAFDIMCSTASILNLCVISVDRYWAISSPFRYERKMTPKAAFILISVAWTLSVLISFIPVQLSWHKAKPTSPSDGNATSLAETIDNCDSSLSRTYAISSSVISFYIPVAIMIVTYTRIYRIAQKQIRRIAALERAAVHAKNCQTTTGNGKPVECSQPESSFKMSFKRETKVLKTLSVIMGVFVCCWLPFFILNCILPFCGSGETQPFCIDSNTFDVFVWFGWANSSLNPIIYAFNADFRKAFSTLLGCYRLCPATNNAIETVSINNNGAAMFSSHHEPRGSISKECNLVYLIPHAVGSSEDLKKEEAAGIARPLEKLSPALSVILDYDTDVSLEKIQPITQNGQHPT
# GRP78 ERSR act = induces the endoplasmic reticulum stress response in human glioma cells; Potency, µM, for the others: at the top dose activation, hits mostly activators; 0.02% of 420,000 active; U87-MG GRP78 promoter luciferase reporter, 16 h; AID 602332; note: potency is the fitted concentration of half-maximal effect; series mostly up to about 76 µM; % of control where 0% means no effect; nearly all actives have a fitted effect of over 35% in size
#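 Stably transfected U87-MG human glioma cells carrying a GRP78-based luminescent sensor were seeded at 1000 cells/well, pin-dosed with compounds and incubated 16 h. Luciferase reagent was then added, and end-point luminescence was read after 10 min at room temperature.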
# D1 antagonist = human D1 dopamine receptor antagonism; P21728; HEK293 TREx D1 cells, calcium flux, dopamine EC80; hits give low values; activity change, negative = inhibition, % at 10 µM; 3.2% of 360,000 active; AID 504652; in the data active = activity change below about -30%; note: % is set by controls: 0 for no effect and ±100 for the full control effect
#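 Tetracycline-induced HEK293 Trex D1 cells, force-coupled to calcium, dye-loaded; compounds added and read 180 s, then EC80 dopamine added and calcium flux tracked kinetically another 180 s.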
# D1 ag = activates the human D1 dopamine receptor. HEK293 T-REx D1 cells, calcium flux, agonist mode. AID 504660. 1% of 360,000 active. activation, % at 2 µM; in the data active = activation above about 30%; note: 0% is about no effect
#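 Inducible HEK293 T-REx D1 cells, force-coupled to calcium signalling, were plated at 4000 cells/well with tetracycline and held overnight at 30 C. After no-wash calcium dye loading, compound-evoked calcium rise over 180 s flagged agonists.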
# RXFP1 agonist = activates the human relaxin receptor RXFP1 | AID 2676 | Q9HBX9 | HEK293T-RXFP1 cAMP TR-FRET, 30 min; response scale: percent of porcine relaxin response, buffer zero | Potency, µM (titrated, usually from 57.5 µM), for the others: at the top dose activation, most hits filed as activators | 0.3% of 370,000 active; note: potency is the fitted concentration of half-maximal effect; % is set by controls: 0 for no effect and ±100 for the full control effect; nearly all actives have a fitted effect of over 60% in size; many of its hits are not listed in these tables
#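 HEK293 cells stably expressing RXFP1, treated 30 min at 37C with compounds plus PDE4 inhibitor Ro 20174; cAMP measured by HTRF TR-FRET. Normalized to buffer and 29 nM porcine relaxin; EC50 by Hill fit.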
# RXFP1 antagonist = blocks the human relaxin receptor RXFP1. Q9HBX9. HEK293-RXFP1, relaxin-stimulated cAMP HTRF, 30 min; hits give low values. activity change, negative = inhibition, % at 57.5 µM. 0.59% of 350,000 active. AID 1259400;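 active = activity change of -60% or lower, but not beyond a set lower limit; inconclusive = change between -60% and -40%, or beyond the set limit; inactive = change above -40%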; note: % is set by controls: 0 for no effect and ±100 for the full control effect
# D2 potentiator = D2 dopamine receptor (human) potentiation; P14416; potentiation, % at 10 µM; AID 485347; 0.34% of 340,000 active; HEK293 T-REx D2, calcium flux, EC20 dopamine potentiation;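 active = potentiation over 3 SD above the plate norm, cut at about 30% in these data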; note: 0% is about no effect
#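 Tetracycline-induced HEK293 T-REx cells force-coupled to calcium signalling expressed D2; compounds were pin-added after a 10 s baseline, read kinetically 180 s, then an EC20 dopamine challenge followed with a further 180 s calcium read.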
# Vif-A3G inh = blocks the Vif interaction with human APOBEC3G; Potency, µM (highest dose often 46.1 µM), for the others: at the top dose activity, negative = active, usual class: inhibitors; Q9HC16; HeLa A3G-eYFP + Vif (tagged APOBEC3G with the HIV-1 protein that degrades it), YFP fluorescence, overnight; 0.076% of 410,000 active; AID 602310;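 note: potency is the fitted concentration of half-maximal effect; % is set by controls: 0 for no effect and ±100 for the full control effect; nearly all actives have a fitted effect of over 60% in size; hits raise eYFP signal because A3G escapes Vif-driven loss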
# Target sequence (Q9HC16 whole entry, looked up): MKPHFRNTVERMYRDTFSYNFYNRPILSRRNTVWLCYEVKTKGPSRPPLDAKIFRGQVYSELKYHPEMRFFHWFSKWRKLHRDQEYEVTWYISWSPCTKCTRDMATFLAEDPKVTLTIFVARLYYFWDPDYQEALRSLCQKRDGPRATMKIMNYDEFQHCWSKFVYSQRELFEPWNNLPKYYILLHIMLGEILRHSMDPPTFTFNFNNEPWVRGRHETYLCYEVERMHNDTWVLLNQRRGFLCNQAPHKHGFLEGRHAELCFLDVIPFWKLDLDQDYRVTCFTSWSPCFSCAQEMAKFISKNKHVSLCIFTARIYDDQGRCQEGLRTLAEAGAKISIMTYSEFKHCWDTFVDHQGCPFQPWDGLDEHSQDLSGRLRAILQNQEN
#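 Read-out is eYFP fluorescence (Ex 488/Em 500-530) from Vif-expressing HeLa A3G-eYFP cells; more signal means A3G escaped Vif-mediated degradation. Cells plated overnight, compound pinned in, incubated overnight at 37 deg C.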
# * = called active by the depositor; ? = inconclusive; . = not tested or not shown. Unless noted, calls come from the whole dose curve; as a rule, active = well fitted curve in the direction sought with a large enough effect; inconclusive = small, poorly fitted or top-dose-only effect, or another doubt; inactive = no such curve, though single readings can be large; an effect the other way counts as inactive or inconclusive. A portion of the library, so the mix of outcomes need not match the whole.
SMILES,Vif-A3F inh,D1 potentiator,GRP78 ERSR act,D1 antagonist,D1 ag,RXFP1 agonist,RXFP1 antagonist,D2 potentiator,Vif-A3G inh
Fc1ccc(Nc2ncnc3ccccc23)cc1,1%,-4,-1%,9,5,0.8%,-17,5,-1%
COC(=O)CN(c1ccccn1)S(=O)(=O)c1ccccc1,3%,-7,-5%,3,2,2.8%,10,.,-7%
COc1ccccc1-c1cc(C(=O)Nc2cccnc2)no1,-13%,-1,-1%,2,3,7.4%,17,-10,-44%
CC(C)Oc1ccc(CNC(=O)c2ccc3nc(Cc4ccccc4)oc3c2)cc1,-1%,-1,-3%,-1,33*,-0.3%,5,.,2%
COC(=O)C(C)n1cnc2c(nnn2-c2cccc(OC)c2)c1=O (configuration not stated),8%,-6,5%,-12,2,0.0%,6,9,-2%
CC(=O)NC1CC2CCCC(C1)N2C(=O)Nc1cccc(C)c1 (configuration not stated),14%,.,-2%,.,.,.,-13,.,1%
CC(C)(C)c1cc(Cl)ccc1OCCn1ccnc1,4%,-10,-3%,4,6,-4.2%,-34,-2,0%
COC(=O)c1ccc(OC)c(Cn2c(=O)n(C)c(=O)c3ccccc32)c1,8%,-3,-1%,0,0,1.2%,-2,-9,4%
O=C(CSCc1ccc(Cl)cc1)Nc1ccc(S(=O)(=O)N2CCOCC2)cc1,0%,-3,-3%,-11,14,2.6%,-12,17,-4%
CCCn1c2ccc(F)cc2c2nnc(NN)nc21,0%,-5,-4%,-14,1,6.1%,2,4,8%
COc1cccc(COC(=O)Nc2ccccc2F)c1,-3%,-15,-4%,-28,2,0.5%,0,-21,0%
Cc1ccc(-n2ncc3c2CC(C)(C)CC3NC(=O)CCCN2CCCCC2=O)cc1 (configuration not stated),-12%,-1,1%,-5,0,-1.9%,2,-5,0%

# Brought forward from above: 2 compounds, then new ones.
SMILES,Vif-A3F inh,D1 potentiator,GRP78 ERSR act,D1 antagonist,D1 ag,RXFP1 agonist,RXFP1 antagonist,D2 potentiator,Vif-A3G inh
COc1cccc(COC(=O)Nc2ccccc2F)c1,-3%,-15,-4%,-28,2,0.5%,0,-21,0%
Cc1ccc(-n2ncc3c2CC(C)(C)CC3NC(=O)CCCN2CCCCC2=O)cc1 (configuration not stated),-12%,-1,1%,-5,0,-1.9%,2,-5,0%
Cc1cc(C)n2c(Br)c(CN3CCCC(C)C3)nc2n1 (configuration not stated),6%,2,0%,-2,2,3.0%,-2,-2,0%
CCOc1ccc(NC(=O)CC2Nc3ccccc3NC2=O)cc1 (configuration not stated),2%,-4,1%,-11,0,-0.8%,18,12,-2%
COc1cccc(/C=C2\SC(=S)N(N3C(=O)CCCC3=O)C2=O)c1,18%,4,0%,6,3,2.9%,-28,1,3%
O=C(c1ccc(COc2ccccc2Br)o1)N1CCCCCC1,-1%,-4,6%,-28,4,-0.3%,-22,13,-1%
COc1ccc(-c2ccc3c(c2)O[C@@H](CN(C)C(=O)c2ccccc2F)[C@@H](C)CN([C@@H](C)CO)S3(=O)=O)cc1,10%,.,-3%,.,.,.,-4,.,-4%
Oc1cc(Cc2ccccc2)cnc1CN1CCOCC1,6%,5,-1%,-6,5,1.8%,-7,2,-3%
COc1ccccc1C(=O)NC(=O)CSc1nnc(C)s1,2%,-10,-1%,-26,2,-0.2%,2,15,-1%
CC(O)CNc1ccc(-c2nn(C)c(=O)c3ccccc23)cc1[N+](=O)[O-] (configuration not stated),10%,-1,-3%,-1,1,-1.1%,-10,1,-1%
CCOCCCNC(=O)c1cc(Sc2ccc(C)cc2)nc2ccccc12,16%,-5,-5%,1,5,0.1%,-13,-1,3%
CCN1C(=O)[C@H]2[C@@H](c3ccc(C(F)(F)F)cc3)N[C@]3(CCCN(Cc4ccccc4)C3=O)[C@H]2C1=O,2%,.,-6%,.,.,.,7,.,-1%
CCOC(=O)c1cc(CC)sc1NC(=O)CN1CCN(C(=O)C2CCCO2)CC1 (configuration not stated),-11%,-2,-4%,-9,7,5.1%,-10,4,0%
CCC(C)n1c(=O)c2sccc2n2c(CCCC(=O)Nc3ccc(F)cc3)nnc12 (configuration not stated),-5%,-2,-2%,-13,3,-0.8%,7,-13,-7%

# D1 ag: what is marked active above
Molecule | Vif-A3F inh | D1 potentiator | D1 antagonist | D1 ag | RXFP1 antagonist | D2 potentiator | Vif-A3G inh
CC(C)Oc1ccc(CNC(=O)c2ccc3nc(Cc4ccccc4)oc3c2)cc1 | -1% | -1 | -1 | 33* | 5 | . | 2%

# Following part
SMILES,Vif-A3F inh,D1 potentiator,GRP78 ERSR act,D1 antagonist,D1 ag,RXFP1 agonist,RXFP1 antagonist,D2 potentiator,Vif-A3G inh
COCP(=O)(c1ccccc1)c1ccccc1,-1%,-6,-2%,1,2,6.5%,-14,11,2%
COc1ccccc1CNS(=O)(=O)c1cc(-c2cc(C)no2)ccc1C,2%,3,-3%,7,14,-4.3%,-8,6,6%
CCCCc1ccc(Nc2ncccc2C#N)cc1,.,-2,-4%,-5,4,1.8%,2,-9,1%
CCOc1ccc(C(=O)CC(C(=O)O)N2CCN(Cc3ccccc3)CC2)cc1 (configuration not stated),2%,-3,-7%,-9,2,-1.2%,-26,-6,-16%
COc1cc(CC(=O)N2CCN(S(=O)(=O)c3ccc(C)cc3)CC2)cc(OC)c1OC,2%,.,1%,.,.,.,-12,.,-4%
Cc1ccc(NC(=O)CN2CCC(NC(=O)Cc3ccccc3)CC2)cc1C,-2%,.,-1%,.,.,1.5%,-19,.,1%
Cc1cccc(NS(=O)(=O)c2cccc(C(=O)NCC3(N4CCCCC4)CCCCC3)c2)c1,-8%,-1,-5%,1,7,-1.9%,6,.,2%
Cc1nn(-c2ccc([N+](=O)[O-])cc2)c2c1C(c1cccc(Br)c1)N1C(=N2)C(=O)Nc2ccccc21 (configuration not stated),?,9,-6%,-13,2,-0.3%,8,5,-11%
CC(Sc1nc(N)cc(=O)[nH]1)C(=O)Nc1cccc(Cl)c1 (configuration not stated),0%,6,-4%,-5,3,1.2%,11,14,0%
C=CCC(CC=C)(NC(=O)c1ccccc1C(=O)O)c1ccccc1,6%,-8,-5%,-17,2,3.5%,-5,3,0%
CCOc1ccccc1C(=O)NCC(=O)OCc1csc(CC(=O)Nc2ccc(C)cc2)n1,3%,.,-1%,-20,3,2.1%,-28,-8,-1%
CCCc1cc(=O)oc2c(CN3CCCC3)c(O)ccc12,-3%,-1,0%,2,1,12%,0,12,-6%
CCC(=O)Nc1ccc(Cl)c(NC(=O)c2ccc([N+](=O)[O-])cc2)c1,2%,-4,-5%,-12,2,0.0%,-7,-4,1%
Cc1ccc(N/C=C(\C#N)S(=O)(=O)c2ccccc2)cc1,-22%,-14,-1%,-17,0,-0.4%,-2,-5,6%
COc1ccc(C(C(=O)Nc2ccc(F)cc2)N(C(=O)Cn2nnc3ccccc32)C2CC2)cc1 (configuration not stated),-6%,.,-2%,.,.,-1.6%,6,.,-5%
COCCN(Cc1cc2cc(C)ccc2nc1Cl)C(=O)Nc1ccccc1OC,5%,2,-2%,2,0,-0.5%,0,16,-6%
Cc1oc2c(CN(C)C)c(O)ccc2c(=O)c1-c1ccc2ccccc2n1,-4%,-7,0%,10,0,-1.4%,-14,5,-2%
O=C(Nc1ccc(S(=O)(=O)Nc2nccc(C3Cc4ccccc4C(=O)O3)n2)cc1)c1ccccc1 (configuration not stated),-8%,-3,0%,-4,-2,2.1%,-12,.,1%
Cc1ccc(SCC2=NN(c3nc(C)cc(C)n3)C(=O)C2)cc1,-18%,-1,0%,1,1,2.3%,7,4,-5%
O=S(=O)(Cc1ccccc1)NCc1cccnc1,-6%,-7,-5%,-7,3,-0.3%,26,2,0%
CC1CCc2onc(C(=O)N3CCN(c4cccc(C(F)(F)F)c4)CC3)c2C1 (configuration not stated),-1%,2,-4%,-2,18,-1.7%,6,-7,10%
C/C(=N\OCC(=O)Nc1c(C)cc(C)cc1C)c1ccc2c(c1)OCCO2,-1%,-4,-4%,-10,4,-1.6%,-11,-9,-5%
O=C(Cn1c(=O)[nH]n(-c2ccccc2)c1=O)N1CCCc2ccccc21,5%,7,-3%,11,1,-0.8%,2,7,1%
Cc1ccc(NC(=O)c2ccc(C(=O)c3ccccc3)cc2)nc1,-8%,1,2%,-19,23,1.4%,-2,.,-23%
CS(=O)(=O)N(CC(=O)N1CCCCCC1)c1ccc2c(c1)OCCO2,1%,4,1%,-3,1,0.2%,1,-1,-1%
CCOc1cc(/C=N/NC(N)=O)cc(Br)c1OCC(=O)Nc1ccccc1C,4%,-2,-6%,-27,1,5.9%,3,9,0%
O=S(=O)(Nc1cccnc1)c1ccc(F)cc1,3%,-6,-4%,2,13,3.5%,6,4,-6%
CCn1cc(C(=O)N2CC(C)CC(C)C2)c(=O)c2cc(S(=O)(=O)N3CCOCC3)ccc21 (configuration not stated),3%,-8,-5%,11,1,3.9%,21,1,-1%
O=C1c2cccnc2C(=O)N1c1ccccc1-c1ccccc1,-3%,-5,-5%,10,2,-1.4%,-1,4,1%
CCC(C(=O)Nc1ncc(C)s1)c1ccccc1 (configuration not stated),12%,8,1%,.,7,0.3%,2,7,6%
CCOc1ccccc1NC(=S)N1CCN(c2cccc(OC)c2)CC1,-1%,-1,-4%,15,5,0.2%,-8,.,?
CCOC(=O)CC(=O)CSc1nc2c(sc(=S)n2-c2ccc(C)c(C)c2)c(=O)[nH]1,-5%,6,?,-12,1,0.6%,-25,-4,-1%
COc1ccccc1N1CCN(Cc2nc(N)nc(Nc3ccc(C)cc3)n2)CC1,-6%,-8,-6%,11,-1,1.0%,-5,-38,0%
O=C(O)CC1(CC(=O)NCc2ccncc2)CCCCC1,-2%,-2,-4%,11,8,1.2%,-12,-1,3%
Oc1c(N=Nc2ccccc2)sc2ccccc12,11%,-4,-3%,-14,4,-2.2%,-11,-17,-15%
Cc1ccc(CC(CC(=O)O)C(=O)NCC23CC4CC(CC(C4)C2)C3)cc1 (configuration not stated),6%,-3,-2%,5,1,-0.1%,-3,15,-1%
CCCCN(C(=O)CSc1nnc(-c2ccc(Cl)cc2)o1)c1c(N)n(CC(C)C)c(=O)[nH]c1=O,7%,.,-1%,6,3,0.5%,1,6,-3%
Cc1ccc(NS(=O)(=O)c2ccc(C(=O)N3CCCC(C(F)(F)F)C3)cc2)cc1 (configuration not stated),-2%,4,15%,-62*,70*,2.6%,-25,-5,-3%
